Screening results: PubChem BioAssay, National Center for Advancing Translational Sciences (NCATS)
POLB inh: qHTS Assay for Inhibitors of DNA Polymerase Beta | P06746 | Pol beta primer extension/strand displacement, fluorescence kinetic | Potency, µM (titrated, usually from 114 µM), inactives show at the highest dose activity change, negative = inhibition, hits mostly inhibitors | 340,000 compounds, 1.3% hits; further: on the % scale 0 is the no-effect control and ±100 the full control effect
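Kinetic readout of DNA synthesis with strand displacement by Pol beta. Compound and 10 nM enzyme sit 15 min at room temperature; 50 nM substrate starts the reaction, read immediately and at 10 min.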
Anesthetic bind: qHTS Assay for Identification of Novel General Anesthetics; Ferritin light chain (Equus caballus), P02791; apoferritin/1-aminoanthracene competitive binding, fluorescence; Potency, µM (highest dose often 77.5 µM), for inactives: at the highest dose activity change, negative = displacement, hits mostly inhibitors; 350,000 compounds, 0.074% hits; AID 485281, 2010; further: on the % scale 0 is the no-effect control and ±100 the full control effect; nearly all actives have a fitted effect of over 20% in size
Target sequence (P02791 2-175 limits assumed): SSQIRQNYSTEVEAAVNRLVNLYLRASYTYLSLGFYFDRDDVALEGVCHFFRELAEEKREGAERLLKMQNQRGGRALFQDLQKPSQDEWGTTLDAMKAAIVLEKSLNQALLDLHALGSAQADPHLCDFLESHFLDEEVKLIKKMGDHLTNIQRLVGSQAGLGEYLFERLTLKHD
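10 uM apoferritin + 50% sat. 1-AMA, PBS; cpd 10 min RT; Ex380/Em535 endpoint; normalized to free probe vs complex; 4-param Hill fit; propofol titration as pos. ctrl.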
BLM helicase inh: qHTS Assay for Inhibitors of Bloom's syndrome helicase (BLM). Potency, µM (series often up to 56.1 µM), for inactives: top-dose activity change, negative = inhibition, usual class: inhibitors. recombinant BLM DNA unwinding, fluorescence dequenching. 350,000 compounds, 0.2% hits;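 further: plate controls were vehicle for no effect and no enzyme for full effect; nearly all actives have a fitted effect of over 35% in size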
Pol iota inh: qHTS for Inhibitors of Polymerase Iota | 390,000 compounds, 1% hits | AID 588590, 2011 | Pol iota fluorescent replication assay, 10 min | Potency, µM (doses to about 115 µM), without a hit: at the highest dose activity, negative = inhibition, hits mostly inhibitors | DNA polymerase iota (Homo sapiens), Q9UNA4
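Fluorescent replication assay read twice, at 0 min and 10 min after adding 50 nM (final) substrate. Enzyme (10 nM) and compounds were first incubated 15 min at room temperature; enzyme-free buffer wells were negative controls.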
POLK inh: qHTS for Inhibitors of Polymerase Kappa. 400,000 compounds, 0.53% hits. AID 588579, 2011. Potency, µM (series often up to 107 µM), for the others: top-dose activity, negative = inhibition, usual class: inhibitors. DNA polymerase kappa (Homo sapiens), Q9UBT6. purified Pol kappa, fluorescent DNA synthesis assay, 10 min; further: on the % scale 0 is the no-effect control and ±100 the full control effect
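Readout: fluorescence, taken kinetically at 0 and 10 min. Conditions: 10 nM Pol kappa, 15 min RT compound preincubation, 50 nM substrate final. Controls: enzyme-free buffer wells.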
APE1 inh: qHTS Assay for Inhibitors of the Human Apurinic/apyrimidinic Endonuclease 1 (APE1) | DNA repair nuclease/redox regulator APEX1 (Homo sapiens), P27695 | recombinant APE1, TAMRA/BHQ-2 abasic DNA cleavage fluorescence | Potency, µM (titrated, usually from 65.8 µM), without a hit: at the highest dose activity change, negative = inhibition, most hits filed as inhibitors | 350,000 compounds, 0.35% hits;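 further: plate controls were vehicle for no effect and reference inhibitor for full effect; nearly all actives have a fitted effect of over 55% in size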
Target sequence (P27695 whole entry, looked up): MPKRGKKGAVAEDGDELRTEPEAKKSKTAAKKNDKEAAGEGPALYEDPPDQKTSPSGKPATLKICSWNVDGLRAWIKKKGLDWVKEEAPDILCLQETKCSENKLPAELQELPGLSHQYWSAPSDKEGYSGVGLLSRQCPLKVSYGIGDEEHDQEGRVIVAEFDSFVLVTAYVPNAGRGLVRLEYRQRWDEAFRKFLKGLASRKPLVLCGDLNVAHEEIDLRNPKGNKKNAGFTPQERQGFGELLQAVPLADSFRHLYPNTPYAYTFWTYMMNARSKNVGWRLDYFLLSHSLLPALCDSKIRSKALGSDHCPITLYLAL
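Enzyme (0.75 nM final) and test compound are incubated 15 min at room temperature before adding 50 nM quenched THF abasic-site duplex. Cleavage dequenches TAMRA, followed at 525/598 nm over three reads one minute apart.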
G9a inh: qHTS Assay for Inhibitors of Histone Lysine Methyltransferase G9a | Histone-lysine N-methyltransferase EHMT2 (Homo sapiens), Q96KQ7 | G9a H3K9 monomethylation, AlphaScreen, 2 h | Potency, µM (highest dose often 102 µM), for inactives: top-dose activity, negative = inhibition, actives largely listed as inhibitors | 350,000 compounds, 8.8% hits | AID 504332, 2011; further: on the % scale 0 is the no-effect control and ±100 the full control effect; nearly all actives have a fitted effect of over 75% in size
Target sequence (Q96KQ7 913-1193 limits assumed): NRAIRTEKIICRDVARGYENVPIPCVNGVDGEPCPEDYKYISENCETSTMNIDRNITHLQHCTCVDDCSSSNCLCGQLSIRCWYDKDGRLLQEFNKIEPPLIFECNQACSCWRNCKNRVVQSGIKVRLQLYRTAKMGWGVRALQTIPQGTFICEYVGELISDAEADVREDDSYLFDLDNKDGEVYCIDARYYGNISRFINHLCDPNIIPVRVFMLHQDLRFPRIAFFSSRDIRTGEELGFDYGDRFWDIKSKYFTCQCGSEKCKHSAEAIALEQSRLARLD
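AlphaScreen detection with an anti-monomethyl H3K9 antibody quantified product after a 2 h room-temperature reaction containing 500 nM biotinylated H3K9 peptide, 20 µM SAM and 20 nM enzyme, which had been preincubated 15 min with compound.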
BAZ2B block: qHTS Assay for Inhibitors of BAZ2B | Bromodomain adjacent to zinc finger domain protein 2B (Homo sapiens), Q9UIF8 | AlphaScreen BAZ2B-H3K14Ac peptide displacement | Potency, µM (doses to about 114 µM), without a hit: at the highest dose activity change, negative = inhibition, most hits filed as inhibitors | 360,000 compounds, 4.4% hits; further: on the % scale 0 is the no-effect control and ±100 the full control effect; nearly all actives have a fitted effect of over 60% in size
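BAZ2B 50 nM plus b-H3(5-23)K14Ac 50 nM, PBS pH 7.4/0.01% Tween-20, 30 min RT; compound added (max 110 uM), 30 min RT; streptavidin donor/Ni-chelate acceptor beads 10 ug/mL final, 20 min dark; AlphaScreen read.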
POLH inh: qHTS for Inhibitors of Polymerase Eta. recombinant Pol eta, fluorescent DNA replication assay. Potency, µM (series often up to 114 µM), inactives show at the top dose activity change, negative = inhibition, usual class: inhibitors. 390,000 compounds, 1.2% hits. AID 588591, 2011; further: on the % scale 0 is the no-effect control and ±100 the full control effect
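Pol eta (10 nM) was preincubated with compounds for 15 min at room temperature, after which fluorescent replication substrate (50 nM final) was added to start the reaction. Fluorescence was read kinetically at 0 and 10 min.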
An asterisk follows results filed as active; ? = inconclusive; . = not tested or not shown; & = joins results of further samples; [ ] = dose if it differs, or a comment. The call rests on the fitted dose curve; in most records, active means well fitted curve in the direction sought with a large enough effect; inconclusive means small, poorly fitted or top-dose-only effect, or another doubt; inactive means no such curve, though single readings can be large; an effect the other way counts as inactive or inconclusive. Potency means the concentration at half of the fitted maximal effect.

no.	SMILES	POLB inh	Anesthetic bind	BLM helicase inh	Pol iota inh	POLK inh	APE1 inh	G9a inh	BAZ2B block	POLH inh
1	C#CCSc1nc(-c2cccs2)ccc1C#N	-22%	-5%	-3%	13%	0%	-5%	21%[12.7 µM]	73%[activator]	-10%
2	CC(C)Cc1nc(SCC(=O)N2CCOCC2)c2c(=O)n(C)c(=O)n(C)c2n1	19%	-5%	-1%	44%[activator]	-8%	22%	19%	-16%	?
3	O=C(Nc1ccc(F)c(Cl)c1)c1cncs1	1%	0%	0%	12%	10%	51%[activator]	-5%[2.33 µM]	3%	-15%
4	CC(=O)CN1C(=O)NC(c2ccccc2)(c2ccccc2)C1=O	?	3%	-11%	?	-34%	-5%	-5%	?	-2%
5	COc1ccc(S(=O)(=O)N2CC(O)CC2C(=O)OCC(=O)Nc2ccc(Cl)cn2)cc1 (centres undefined)	0%	-2%	-10%	38%[activator]	-12%	3%	-32%[12.7 µM]	-3%	-12%
6	COc1cccc2c1OCC(C(=O)O)C2 (centres undefined)	-6%	-5%	-2%	87%[activator]	-4%	6%	-4%	2%	1%
7	Cn1c(=O)c2c(nc(NC3CCCC3)n2C)n(C)c1=O	13%	-8%	-3%	-4%	-8%	-7%	13%	3%	-10%
8	CC(=O)N1c2ccc(S(=O)(=O)N3CCCCCC3)cc2CC1C(=O)NCc1ccc(Cl)cc1 (centres undefined)	0%	-12%	-4%	7%	-12%[60.1 µM]	.	1%[59 µM]	-4%	-15%
9	COc1ccc(-n2c3c(cc(-c4nc(-c5ccc(Cl)cc5)cs4)c2=O)C(=O)CC(C)(C)C3)cc1Cl	-1%	-7%	-9%	-2%	-10%	.	8.9µM*	-36%	-8%
10	S=C(Nc1ccccc1)N1CCCCCCC1	50%	?	-1%	84%[activator]	-2%	24%	.	0%	-18%
11	Cc1ccccc1N1CC(c2nnc(NC(=O)c3ccco3)s2)CC1=O (centres undefined)	14%	60%[activator]	-2%	-8%	-5%	.	8.9µM*	?	-15%
12	O=C(CSc1ccccc1)NCc1ccccc1	2%	-6%	-4%	120%[activator]	-1%	20%	19%[0.501 µM]	9%	-6%
13	CCSc1nnc(NC(=O)Cn2cnc3c2c(=O)n(C)c(=O)n3C)s1	38%	-7%	-1%	116%[activator]	4%	15%	11%	3%	-22%
14	CN1CC(=O)N(CCOc2ccccc2)C1=O	1%	3%	0%	8%	-3%	-4%	1%[12.7 µM]	4%	10%
15	Cc1ccc(CSc2nc3sc(C)c(C)c3c(=O)n2Cc2ccco2)cc1	9%	-12%	-1%	23%	-3%	-2%	2%[59 µM]	-5%	-16%
16	O=C(Nc1ccc2c(c1)OCCO2)NC1CCCCC1	0%	-14%	1%	9%	-2%	-2%	17%[59 µM]	5%	-13%
17	Cc1c(C)c2ccc(OC(C)C(=O)NC3CC(C)(C)NC(C)(C)C3)cc2oc1=O (centres undefined)	38%[activator]	-9%	-2%	24%	7%	20%	?	-10%	-19%
18	CCOCCCNC(=O)c1cn(CC(C)C)c(=O)c2c1c1ccccc1n2C	53%&4%	0%&-3%	-2%&-5%	41%&25%[activator]	2%&-25%	-1%	0%	4%&4%	?
19	CC(=O)Nc1ccc(C)c(NC(=S)Nc2ccc(F)cc2)c1	-12%	5%	-10%	35%[activator]	2%	14%	.	-7%	-8%
20	CCCCC(=O)NC(=S)Nc1ccccc1C(=O)Nc1ccccc1	13%	1%	1%	2%[58.9 µM]	-15%	1%	-32%	4%	-10%
21	COc1ccccc1NC(=O)/C(C#N)=C/c1cc([N+](=O)[O-])ccc1N1CCCC1	2%	-1%	-2%	1%	4%	0%	-5%[59 µM]	9%	-8%
22	CC(=O)Nc1cccc(N2C(=O)CC(Cc3ccccc3)C2=O)c1 (centres undefined)	33%	-22%	-4%	14%	-5%	-3%	31%[59 µM]	.	2%
23	Cc1ccc(S(=O)(=O)c2nc(-c3cccs3)oc2NCCCN(C)C)cc1	12%	5%	2%	5%	-3%	1%	-11%[59 µM]	-33%	-12%
24	O=C(COC(=O)C1CCN(S(=O)(=O)c2cccc3cccnc23)CC1)c1ccc(F)cc1	7%	?	-4%	-2%	-2%	-3%	29%[0.501 µM]	-37%	-13%
25	Cc1ccc2c(c1)CCCN2C(=O)c1c(C)noc1C	-2%	-4%	4%	1%	-10%	12%	8%[59 µM]	-4%	-5%
26	Cc1ccc(NC(=O)CSc2nccn2Cc2ccc3c(c2)OCO3)c(C)c1	0%	?	0%	64%[activator]	-3%[60.1 µM]	.	?	?	-20%
27	O=C(NCCS(=O)(=O)N1CCN(c2ccccc2F)CC1)c1ccco1	.	.	.	14%	-4%	15%	-3%[0.501 µM]	0%	-6%
28	COc1ccc(NC(=O)CSc2nc(C)cc(C)c2C(=O)Nc2cccc(C)c2)cc1	12%	56%[activator]	-5%	-3%	-19%	.	6%[59 µM]	10%	-14%
29	CC1(C)CC(Cc2nc(=S)[nH][nH]2)C(=O)O1 (centres undefined)	-4%	-4%	2%	11%	-1%	5%	1.8µM*	?	-18%
30	O=C(O)C1C2C=CC(C2)C1C(=O)Nc1ccc(C(=O)N2CCCCC2)cc1 (centres undefined)	1%	-7%	0%	?	-9%	7%	-45%[59 µM]	11%	-10%
31	COCCNC(=O)C(c1ccc(C)cc1)N(C(=O)CCC(=O)Nc1ccccn1)c1ccc(C)cc1 (centres undefined)	2%	3%	-3%	95%[activator]	-21%	50%[12.4 µM]	28%[59 µM]	1%	-3%
32	N#Cc1c(/N=C/c2ccco2)oc(-c2ccccc2)c1-c1ccccc1	-1%	-13%	-3%	13%	2%	2%	?	-3%	0%
33	Cc1ccc2nc(-c3ccc(SCC(=O)Nc4nnc(C)s4)nc3)[nH]c2c1	-29%	7%	-2%	52%[activator]	-5%	-12%	?	-12%	-15%
34	Cc1ccoc1C(=O)NCCNC(=O)c1occc1C	.	.	.	?	0%	3%	-12%	11%	-10%
35	Cc1ccc(S(=O)(=O)N2CCCCC2)cc1NC(=O)C1CCC1	.	.	.	20%	-8%	13%	?	6%	5%
36	COc1ccccc1C(OC(=O)c1cccs1)C(=O)NCC1CCCO1 (centres undefined)	27%	-8%	0%	12%	-5%	-1%	22%	11%	-5%
37	CC(=O)c1ccc(NC(=O)N2CCc3ccccc3C2)cc1	14%	?	-2%	26%	-8%	-1%	9%	-7%	-9%
38	O=C(Cc1cccs1)N[C@@H]1c2ccccc2CC[C@H]1OCc1ccccc1	.	.	.	?	-10%	-10%	.	.	0%
39	COc1ccc(N2CC(C(=O)Nc3nnc(C4CCCCC4)s3)CC2=O)cc1 (centres undefined)	0%	5%	-4%	146%[activator]	-4%	-19%	-7%	-11%	-7%
40	O=C(O)/C=C\c1ccc(Cn2ccnc2)cc1	.	6%[29.3 µM]	-16%[21.4 µM]	.	-8%[19.4 µM]	.	12%[21.5 µM]	.	.
41	c1ccc2c(c1)oc1c(NCCN3CCOCC3)ncnc12	12%	-10%	-8%	-4%[58.9 µM]	8%	0%	-6%[12.7 µM]	-10%	-15%
42	O=c1c(CCc2ccccc2)nc2cncnc2n1-c1ccccc1	.	.	2%	.	-4%[60.1 µM]	18%	6%[12.7 µM]	.	.

8 of these compounds in another layout:
Value order: POLB inh	Anesthetic bind	BLM helicase inh	Pol iota inh	POLK inh	APE1 inh	G9a inh	BAZ2B block	POLH inh
#31 COCCNC(=O)C(c1ccc(C)cc1)N(C(=O)CCC(=O)Nc1ccccn1)c1ccc(C)cc1 (centres undefined)
→ 2%	3%	-3%	95%[activator]	-21%	50%[12.4 µM]	28%[59 µM]	1%	-3%
#32 N#Cc1c(/N=C/c2ccco2)oc(-c2ccccc2)c1-c1ccccc1
→ -1%	-13%	-3%	13%	2%	2%	?	-3%	0%
#33 Cc1ccc2nc(-c3ccc(SCC(=O)Nc4nnc(C)s4)nc3)[nH]c2c1
→ -29%	7%	-2%	52%[activator]	-5%	-12%	?	-12%	-15%
#34 Cc1ccoc1C(=O)NCCNC(=O)c1occc1C
→ .	.	.	?	0%	3%	-12%	11%	-10%
#35 Cc1ccc(S(=O)(=O)N2CCCCC2)cc1NC(=O)C1CCC1
→ .	.	.	20%	-8%	13%	?	6%	5%
#36 COc1ccccc1C(OC(=O)c1cccs1)C(=O)NCC1CCCO1 (centres undefined)
→ 27%	-8%	0%	12%	-5%	-1%	22%	11%	-5%
#37 CC(=O)c1ccc(NC(=O)N2CCc3ccccc3C2)cc1
→ 14%	?	-2%	26%	-8%	-1%	9%	-7%	-9%
#38 O=C(Cc1cccs1)N[C@@H]1c2ccccc2CC[C@H]1OCc1ccccc1
→ .	.	.	?	-10%	-10%	.	.	0%

A portion of the library; count on the stated rates, not on these rows.
